# Screening data as filed in PubChem BioAssay.
# TDP1 inh: blocks human tyrosyl-DNA phosphodiesterase 1; recombinant TDP1, AlphaScreen DNA substrate cleavage; Potency, µM (titrated, usually from 130 µM), without a hit: top-dose activity change, negative = inhibition, usual class: inhibitors; 350,000 tested, 0.28% active; further: nearly all actives have a fitted effect of over 40% in size
# Target sequence (Q9NUW8 whole entry, looked up): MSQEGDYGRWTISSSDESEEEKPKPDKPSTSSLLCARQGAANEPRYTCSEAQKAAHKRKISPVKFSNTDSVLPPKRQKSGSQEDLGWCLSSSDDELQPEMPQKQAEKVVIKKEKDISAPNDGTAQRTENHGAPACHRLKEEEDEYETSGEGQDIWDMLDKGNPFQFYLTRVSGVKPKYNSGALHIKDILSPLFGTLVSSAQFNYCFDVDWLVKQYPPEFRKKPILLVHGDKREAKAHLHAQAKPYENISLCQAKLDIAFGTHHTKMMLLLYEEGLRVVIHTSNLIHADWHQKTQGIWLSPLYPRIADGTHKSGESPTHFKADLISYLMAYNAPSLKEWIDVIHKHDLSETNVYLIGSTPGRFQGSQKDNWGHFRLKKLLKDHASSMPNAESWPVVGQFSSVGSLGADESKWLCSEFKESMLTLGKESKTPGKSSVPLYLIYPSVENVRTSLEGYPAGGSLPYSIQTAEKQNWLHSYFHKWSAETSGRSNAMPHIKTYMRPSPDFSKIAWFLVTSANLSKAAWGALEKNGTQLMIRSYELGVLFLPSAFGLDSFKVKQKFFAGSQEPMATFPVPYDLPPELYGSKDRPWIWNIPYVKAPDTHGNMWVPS
#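 Recombinant E. coli-expressed Tdp1 (1 nM) preincubated with compound 15 min at RT, then 5'-biotin/3'-phosphotyrosine-FITC DNA substrate (15 nM) added for 5 min. AlphaScreen beads (10 ug/ml) added, 10 min RT; tyrosine-FITC cleavage read as signal loss.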
# TDP1 cell CPT: growth inhibition of DT40 Tdp1-/-;hTDP1 cells with camptothecin (screen for TDP1 inhibitors). chicken DT40 Tdp1-/-;hTDP1 cells + 20 nM CPT, ATP luminescence, 48 h. Potency, µM (series often up to 46.2 µM), without a hit: at the highest dose activity change, negative = growth inhibition, hits mostly inhibitors. 420,000 tested, 12% active; further: nearly all actives have a fitted effect of over 55% in size
#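 Chicken DT40 Tdp1-/- cells complemented with human TDP1, 400 cells/well, exposed to compounds plus 20 nM camptothecin for at least 48 h at 37 C; viability read as ATP content by CellTiter-Glo luminescence.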
# DT40 TDP1 no CPT: qHTS for Inhibitors of human tyrosyl-DNA phosphodiesterase 1 (TDP1): qHTS in cells in absence of CPT | DT40 Tdp1-/- hTDP1 cells, no CPT, ATP luminescence, 48 h | Potency, µM (highest dose often 46.2 µM), for inactives: top-dose activity change, negative = growth inhibition, hits mostly inhibitors | 420,000 tested, 15% active; further: nearly all actives have a fitted effect of over 55% in size
#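 DT40 Tdp1-/-;hTDP1 cells, no CPT (DMSO vehicle only), 400 cells/well; compounds pin-transferred; ≥48 hr, 37 °C; CellTiter-Glo 30 min RT dark, luminescence read.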
# The depositor's hits bear a star; ? = inconclusive; / = not tested or not shown; & = joins results of further samples; [ ] = remark or other dose. The call rests on the fitted dose curve; in most records, active means well fitted curve in the direction sought with a large enough effect; inconclusive means small, poorly fitted or top-dose-only effect, or another doubt; inactive means no such curve, though single readings can be large; an effect the other way counts as inactive or inconclusive. On the % scale 0 is the no-effect control and ±100 the full control effect; potency means the concentration at half of the fitted maximal effect.
# Values run as follows: TDP1 inh, TDP1 cell CPT, DT40 TDP1 no CPT
COc1ccc(C2/C(=C(/O)c3ccc4c(c3)CC(C)O4)C(=O)C(=O)N2CCCn2ccnc2)cc1 (stereo not given)
→ 4%, 10%, -6%
CN1CCN(C(=S)c2cn(CCOc3ccccc3)c3ccccc23)CC1
→ 8%, -1%, 8%
O=C(NCCc1c[nH]c2ccccc12)c1ccc(Cl)cc1
→ 10%, -6%, ?
O=C(Nc1cc(Cl)ccc1Cl)c1cc(S(=O)(=O)NCCc2ccccc2)ccc1F
→ 5%, ?, 16µM*
COc1ccc([N+](=O)[O-])cc1NC(=O)CSc1nccc(C)n1
→ 0%, -18%, ?
Cc1ccc(C(=O)OCC(=O)NNC(=O)c2cccs2)c(O)c1
→ -5%[0.505 µM], 0%, -1%
CC12CN3CCN(CC(C3)C1(O)CN1CCOCC1)C2 (stereo not given)
→ -4%, -19%, -21%
COC(=O)C[C@@H]1C=C[C@@H](NC(=O)c2ccc3c(c2)OCO3)[C@@H](CO)O1
→ /, -1%, -11%
Oc1ccccc1C1N=C(c2ccccc2)NC(c2ccccc2)=N1
→ 6%, -16%, 2%
c1ccc(-c2nnc3ccc(N4CCCC4)nn23)cc1
→ 5%, -25%, ?
CCN1CCCC1CNC(=O)c1ccc2c(c1)NC(=O)/C(=C\c1ccc(C)cc1)S2 (stereo not given)
→ 7%, ?, 16µM*
COC(CNC(=O)CCCn1nnnc1CN1CCOCC1)c1cccs1 (stereo not given)
→ /, -11%, 19%
C=CCOc1nc2c(c(=O)n(C)c(=O)n2C)n1Cc1c(Cl)cccc1Cl
→ 0%, ?, 21µM*
O=C(NN=CC=Cc1ccccc1)C(O)C(O)C(=O)NN=CC=Cc1ccccc1 (stereo not given)
→ /, 13%, 2%
C[C@H]1CN=C(Nc2ccccc2)N1CCC1CCCC1
→ /, ?, 23µM*
CCN(CC)c1ccc(NC(=O)Cn2nc3c(cc2=O)CCCC3)c(C)c1
→ 5%, -22%, -6%
Cc1ccccc1OCC(=O)Nc1ccccc1C(=O)OCc1cc(=O)n2ccsc2n1
→ -1%, -10%, -19%
CCc1noc(C)c1C(=O)N1CCCC(C(=O)c2cc(F)ccc2OC)C1 (stereo not given)
→ 2%, -25%, ?
COc1ccc(C2=NS(=O)(=O)N(C)C(C(=O)NCc3ccccn3)=C2)cc1OC
→ /, -20%, -17%
Cc1ccc(S(=O)(=O)NC(=NC(Cc2ccccc2)C(=O)O)c2ccccc2)cc1 (stereo not given)
→ 4%, 14%, 1%

# The list goes on:
# Values run as follows: TDP1 inh, TDP1 cell CPT, DT40 TDP1 no CPT
COCCC1CCCCN1C(=O)c1cc(COc2ccc(-n3cncn3)cc2)on1 (stereo not given)
→ 2%, 5.2µM*, 2.1µM*
O=C(OCN1C(=O)C(=O)c2ccccc21)c1ccc(Cl)cc1
→ /, ?, 11%
O=C(Nc1ccc(F)cc1F)c1ccc2c(O)c(S(=O)(=O)c3ccc(Cl)cc3)c(=O)[nH]c2c1
→ 0%, 8%, -3%
O=C(COc1ccccc1)Nc1nc2cc3c(cc2s1)OCO3
→ /, ?, -2%
CC1CN(Cc2ccco2)C(=S)N(c2ccccc2)C1=O (stereo not given)
→ /, 1%, -2%
N#Cc1ccc(OCC(=O)Nc2cc(S(=O)(=O)N3CCOCC3)ccc2N2CCCC2)cc1
→ /, 0%, -4%
CCOC(=O)c1ccc(Oc2nc(N(C)C)nc(N(C)C)n2)cc1
→ -3%, -24%, ?
CCOc1ccccc1CNC(=O)c1oc2c(c1C)-c1[nH]ncc1CC2
→ 3%, 16µM*, 16µM*
CC1(C)CC(Nc2ccc(Nc3ccccc3)cc2)CC(C)(C)N1
→ 9%, 16µM*, 4.6µM*
Cn1c(CN2CCOCC2)nnc1SCC(=O)Nc1cc(Cl)ccc1Cl
→ 2%, -3%, -13%
COc1cccc(-n2c(SCC(=O)NCC3CCCO3)nc3c([nH]c4ccccc43)c2=O)c1 (stereo not given)
→ 4%, -27%, -29%
O=C1OC(CCl)CN1Cc1ccc([N+](=O)[O-])cc1 (stereo not given)
→ /, -5%, -7%
COc1cc(Cn2c(-c3ccc(O)c(OC)c3)nc3ccccc32)ccc1O
→ 3%, 0%, ?
Cn1c(SCC(=O)NCc2ccco2)nnc1-c1c[nH]c2ccccc12
→ 3%, 21µM*, -23%
CN1CCN(C(=O)c2cc3nc(-c4ccccc4)cc(C(F)(F)F)n3n2)CC1
→ -2%, ?, ?
CCCCC[C@H]1CN(Cc2ccc(OC)cc2)C(=O)[C@@H]1CC(=O)NCc1ccccc1
→ /, 12µM*, 11µM*
O=C1C2CC=CCC2C(=O)N1c1n[nH]c(CCc2ccccc2)n1 (stereo not given)
→ 5%, -2%, -16%
NC(=O)C1CCCN(CCc2ccccc2)C1 (stereo not given)
→ 0%, -14%, -11%
CSc1cccc(N2C(=O)N(CC(=O)NCc3ccccc3Cl)c3ccccc3S2(=O)=O)c1
→ -3%, ?, 16µM*
COCCN=c1scc(-c2ccco2)n1/N=C/c1ccc(O)c(O)c1O
→ -1%, ?, ?

# Further compounds.
# Values run as follows: TDP1 inh, TDP1 cell CPT, DT40 TDP1 no CPT
CC(C)(CNS(=O)(=O)c1cccs1)N1CCOCC1
→ 0%, -5%, -7%
Cc1ccc(NC(=O)CCC(=O)N2Cc3ccccc3Oc3ncccc32)cc1Cl
→ -1%, 23µM*, ?
CCC(C(=O)N1CCN(c2ncccn2)CC1)c1ccccc1 (stereo not given)
→ 1%, ?, ?
Cc1cc(Cl)ccc1Nc1ncnc2onc(C)c12
→ -2%, ?, ?
CCOc1ccc(C(=O)c2oc3ccccc3c2NC(=O)Cc2coc3cc(C)cc(C)c23)cc1
→ 1%, -3%, -3%
CCOC(=O)NC(=O)C(=CNNc1ncc(C(F)(F)F)cc1Cl)C(=O)NC(=O)OCC
→ 8%, 14%, -9%
Cc1cccc(-c2nc3c4ccccc4nc(NCc4ccccc4Cl)n3n2)c1
→ -1%, 1%, -15%
CCCN1CCC(=NNC(=O)c2ccc(Br)o2)CC1
→ 2%, 0%, -19%
C/C(=N\NC(=S)NC1CCCCC1)c1ccc(C)o1
→ 7%, ?, 23µM*
CC1=NN(c2ccccc2)C(=O)/C1=C\c1cc(C)n(C)c1C
→ 1%, -10%, -26%
CCn1c(COc2cccc(C)c2C)nnc1SCC(=O)Nc1cc(C)on1
→ 5%, 0%, -27%
Cc1ccc(C(=O)CC(=O)c2ccc(C)cc2O)cc1
→ /, ?, 18µM*
Cc1c(Cl)cccc1NS(=O)(=O)c1cn(C)c(=O)n(C)c1=O
→ /, -1%, -2%
Cc1ccc2c(c1)c(=O)c(C(=O)c1ccc3c(c1)OCO3)cn2Cc1cccc(F)c1
→ 1%, ?, 16µM*
Cc1ccc(S(=O)(=O)N[C@H](C(=O)N2CCC(C(=O)NCC(=O)O)CC2)C(C)C)cc1
→ 4%, -2%, -6%
CCOc1ccc(Cn2c(SCCCCC#N)nc3c2c(=O)n(C)c(=O)n3C)cc1OCC
→ 4%, ?, -13%
CCn1c(-c2cccnc2)nc2cc(NC(=O)COC)cc(C(=O)N3CCOc4ccccc4C3)c21
→ /, 2%, -12%
O=C(NC1CCCc2ccccc21)c1ccccc1OC(F)F (stereo not given)
→ 0%, -17%, ?
COCCNC(=O)c1noc2c1CCc1cc(OC)ccc1-2
→ 1%, ?, -4%
COCCn1c(SCC(=O)Nc2ccc(Cl)c(S(=O)(=O)N(C)C)c2)nc2ccccc21
→ 4%, ?, 16µM*

# Continuation.
structure	TDP1 inh	TDP1 cell CPT	DT40 TDP1 no CPT
CC(C)(C)c1ccc(CSc2nc3c(c(=O)[nH]2)CCCC3)cc1	3%	?	?
O=C(N/N=C/c1ccccn1)c1cc(-c2ccc(Cl)cc2)nc2ccccc12	11%	3.3µM*	8.2µM*
CCCSc1oc(-c2cccs2)nc1S(=O)(=O)c1ccc(Cl)cc1	-12%	?	?
COc1ccc(N(CC(=O)N2CCN(C)CC2)S(C)(=O)=O)cc1OC	-3%	-25%	3%
CNC(=O)c1cc2cc(Br)ccc2s1	6%	-10%	-9%
CCc1nc2ccccc2n1CC(=O)N1CCN(S(=O)(=O)c2cccc(C(F)(F)F)c2)CC1	8%	-21%	-38%
Cc1ccc2c(c1)N(CCC(=O)NC(C)C)C(=O)CO2	5%	?	-2%
Cn1cnnc1Sc1cc(N2CCN(S(=O)(=O)c3ccccc3)CC2)ccc1[N+](=O)[O-]	3%	?	?
CCN(CC)S(=O)(=O)C1CCS(=O)(=O)C1 (stereo not given)	5%	7%	-8%
Cc1ccc(NC(=O)C2=C(C(=O)O)CCCC2)cc1F	6%	2%	-11%
COc1cc2c(cc1OC)C(C(=O)NCCN(C)C)C(c1cccs1)N(C)C2=O (stereo not given)	4%	-1%	10%
Cc1cccnc1NC(=O)c1ccc(S(=O)(=O)NCc2ccco2)cc1	-1%	0%	-2%
O=C(Cn1nnc(-c2ccccc2)n1)N/N=C/c1cc([N+](=O)[O-])ccc1O	-1%	5.8µM*	4.1µM*
C[C@@H](NC(=O)OC(C)(C)C)c1nnc(S(=O)(=O)Cc2ccccc2)o1	-10%	0.65µM*	1µM*
COc1ccc(Cn2ccc3nc(C)c(C(=O)NCc4ccc(OC)cc4OC)cc3c2=O)cc1	8%	-27%	-29%
Cc1ccccc1NC(=O)CN1CCN(C)CC1	/	6%	-9%
CC1Cc2cc(S(=O)(=O)NCc3ccccc3)ccc2N1C(=O)C1CCC1 (stereo not given)	2%&6%	21µM*	7.3µM*
CN(Cc1ccc(OC(F)F)cc1)C(=O)c1ccc(S(=O)(=O)N(C)c2ccccc2)cc1	0%	?	-14%
O=C1c2ccccc2C(c2nnnn2Cc2ccccc2)N1Cc1ccco1 (stereo not given)	/	-3%	-28%
Cc1cccc(NC(=S)N(CCCN2CCOCC2)Cc2ccco2)c1	4%	3%	10%

# New compounds follow.
structure	TDP1 inh	TDP1 cell CPT	DT40 TDP1 no CPT
CCc1ccc(Sc2cc(C(=O)NCCCN3CCC(C)CC3)c3ccccc3n2)cc1	5%	16µM*	16µM*
Cc1ccc(NC(=O)[C@H](CSCc2ccccc2)N2Cc3ccccc3C2=O)cc1	2%	-27%	?
COc1ccc(C)cc1S(=O)(=O)N(C)CC(=O)Nc1ccccc1	-2%	7%	-29%
CCOC(=O)C1CCCCN1Cc1ccc(C(F)(F)F)cc1 (stereo not given)	-5%	-17%	?
Cc1ccc(-n2c(=S)[nH]c3nc4c(cc3c2=O)COC(C)(C)C4)cc1	0%	-3%	-21%
Cc1cc(C)c2cc(C(=O)N3CCc4ccccc4C3)[nH]c2c1	/	?	?
Cc1c(Cl)cccc1-n1ncc(C(=O)N2CCC(C)CC2)c1C1CCN(C(=O)OC(C)(C)C)CC1	-1%	?	21µM*
C#CCn1c(=O)n(-c2cccc(Cl)c2C)c(=O)c2c3c(sc21)CN(C(C)=O)CC3	-2%	-16%	-30%
CO/N=C(\Cn1ncc(N2CCCC2)c(Cl)c1=O)c1ccc(Cl)cc1	0%	29µM*	23µM*
CCC(C)OC(=O)/C(C#N)=C/c1ccc(-c2ccc(Br)cc2)o1 (stereo not given)	-9%[12.3 µM]	?	?
Cc1ncc(CN2CCN(CCc3ccccc3)C(CCO)C2)s1 (stereo not given)	5%	-10%	0%
CCn1c(CC(=O)Nc2ccc(C)cc2)n[nH]c1=S	/	5%	-19%
CCN(CC)C(=O)c1sc2c(c1C)c(=O)n(Cc1ccccc1)c(=O)n2Cc1c(C)cc(C)cc1C	2%	?	21µM*
Cc1cccc(C2c3[nH]c4ccccc4c3CCN2C(=O)c2cc3c([nH]c2=O)CCCC3)n1 (stereo not given)	0%	-22%	?
COc1ccccc1CNc1nc(-c2cccnc2)nc2ccccc12	/	?	?
COc1ccc(CNC(=O)COC(=O)c2ccccn2)cc1	0%	4%	-2%
Cc1cc(C)cc(Oc2nc(-c3ccccc3)cc(C)c2S(C)(=O)=O)c1	6%	?	?
